p53ts 39C kill = kills p53ts cells at the nonpermissive temperature | H1299-p53A138V viability at 39C, ATP luminescence, 24 h | Potency, µM (series often up to 46.1 µM), inactives show at the highest dose activity change, negative = cell killing, hits mostly cytotoxic | 130,000 tested, 1.5% active | AID 902; also: nearly all actives have a fitted effect of over 55% in size
IkB signaling = IkB pathway inhibition in ABC-DLBCL cells. Potency, µM (series often up to 57.1 µM), for the others: at the top dose IkBa stabilization activation. AID 445. ABC-DLBCL IkBa-CBG/CBR dual luciferase ratio, 4 h; response scale: scaled: untreated 0%, proteasome inhibitor 100%. 110,000 tested, 0.04% active; active = well fitted curve in the direction sought with a large enough effect in the signal ratio, not every such curve was filed as active; inconclusive = small, poorly fitted or top-dose-only effect, or a change in a side signal; the % refers to the signal ratio;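 also: the direction sought is a rising ratio; 0% = basal untreated cells and 100% = reference inhibitor full response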
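Curves were fitted separately to fusion (green), unfused (red) and ratio luminescence, then classed by r2, magnitude and activity. Cells: OCI-Ly3, 4 h compound plus doxycycline at 37C; 10 uM MG-132 defined full response.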
p53ts 32C tox = p53ts cell cytotoxicity, permissive temperature | H1299-p53A138V at 32C, ATP luminescence viability, 24 h | Potency, µM (top dose mostly 46.1 µM), for inactives: at the top dose activity change, negative = cytotoxicity, hits mostly cytotoxic | 130,000 tested, 0.93% active | AID 924;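 also: 0% = DMSO and -100% = full killing by reference compound; nearly all actives have a fitted effect of over 55% in size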
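Cells: H1299 p53ts (A138V), 600/well, pre-incubated 16–30 h at 37C. Cpd up to 46 uM, 24 h, 32C. Readout: ATPlite luminescence, 20 min RT. Normalization: DMSO vs tamoxifen 100 uM. AC50 by Hill equation.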
Imprint erasure = inducers of genomic imprint erasure in mouse ES cells | AID 1948 | 110,000 tested, 0.02% active | Potency, µM (doses to about 60.7 µM), without a hit: at the top dose activity change, positive = activation, actives largely listed as activators | mouse ES Peg3-LacZ reporter, beta-gal luminescence, 40 h;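 also: 0% = negative control wells on the plate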
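Imprint erasure is scored as LacZ activity from the silenced maternal Peg3 allele in feeder-free female ES cells cultured 40 h with LIF. Luminescence is normalized to in-plate negative controls and fitted to the Hill equation.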
Active calls of the source: *; ? = inconclusive; nt = not tested or not shown; [ ] = dose if it differs, or a comment. Unless noted, calls follow the shape of the dose curve; as a rule, active = well fitted curve in the direction sought with a large enough effect; inconclusive = small, poorly fitted or top-dose-only effect, or another doubt; inactive = no such curve, though single readings can be large; an effect the other way counts as inactive or inconclusive. Unless noted, % is scaled to controls: 0 for no effect and ±100 for the full control effect; potency is read from the fitted curve at half-maximal effect.

(1) COC(=O)c1cc(Cc2ccc(N)c(C(=O)OC)c2)ccc1N
(2) COc1ccc(S(=O)(=O)N2CCCC2C(=O)Nc2ccc(C(C)=O)cc2)cc1 (configuration not stated)
(3) O=C(OCc1cc(=O)n2c(n1)sc1ccccc12)c1ccc2c(=O)n3c(nc2c1)CCC3
(4) COc1ccccc1N1CCN(C(=O)CN2C(=O)COc3ccc(S(=O)(=O)N4CCC(C)CC4)cc32)CC1
(5) Cn1c(C(=O)N2CCC(C(=O)N3CCN(Cc4ccc5c(c4)OCO5)CC3)CC2)cc2sccc21
(6) COC(=O)c1cc(C)nc2c1c(=O)nc(SCc1ccccc1F)n2C1CC1

assay / entry | 1 | 2 | 3 | 4 | 5 | 6
Imprint erasure | -14.3% | -7.6% | 11.4% | -13.7%[10.9 µM] | -18.9% | -7.5%[10.9 µM]
IkB signaling | -0.3% | 0.1% | ? | ? | ? | 0.6%
p53ts 32C tox | 1.1% | -3.7% | 11.1% | 1.9% | -3.0% | 0.3%
p53ts 39C kill | 2.8% | -1.2% | -6.4% | -3.4% | -4.6% | -5.4%

(7) CCOC(=O)C(NC(=O)CC)(Nc1ccc(S(=O)(=O)Nc2cc(C)on2)cc1)C(F)(F)F (configuration not stated)
(8) COCCn1c(=O)cnc2cnc(Nc3ccccc3)nc21
(9) CS(=O)(=O)N1CCC2(CCCN(c3ccccn3)C2)CC1
(10) COCc1cc(=O)n2[nH]c(C)nc2n1
(11) O=C(Nc1ccncc1)c1c(F)cccc1F
(12) CCCCn1c(CN2CCN(C)CC2)nc2ccccc21

assay / entry | 7 | 8 | 9 | 10 | 11 | 12
Imprint erasure | -0.2% | -20.9% | nt | -7.2% | 7.4% | -17.8%
IkB signaling | -0.9% | ? | -1.1%[11.4 µM] | 2.1% | ? | 1.9%
p53ts 32C tox | 3.3% | 18.4% | 6.9% | -1.2% | 13.9% | 2.9%
p53ts 39C kill | -6.4% | 12.0% | -0.7% | 5.3% | -5.0% | 12.3%

(13) O=C(O)C(S)[C@@H](S)C(=O)O (some centres not stated)
(14) COC(=O)c1ccc(NS(=O)(=O)c2cc(C)ccc2OC)cc1
(15) CCCCc1ccc(-c2nc(-c3ccncc3)no2)cc1
(16) COc1ccc(C2C3=C(CC(C)(C)CC3=O)Oc3ncn4nc(-c5cccnc5)nc4c32)cc1 (configuration not stated)
(17) CCCc1ccc2c(N)c(C#N)sc2n1
(18) COc1ccccc1-c1cc(C(=O)Nc2c(C)nn(Cc3ccc(Cl)cc3)c2C)no1

assay / entry | 13 | 14 | 15 | 16 | 17 | 18
Imprint erasure | -3.7% | -20.8% | -13.5% | -11.5% | -3.9% | -10.6%[10.9 µM]
IkB signaling | nt | 2.2% | -2.6% | -0.1% | -1.6% | ?
p53ts 32C tox | 0.2% | 9.7% | -15.9% | 7.6% | -7.1% | ?
p53ts 39C kill | 8.4% | -12.3% | -9.9% | -1.6% | -11.6% | 12.6µM*

(19) CN1c2cc3c(cc2N=C(c2ccc(C(=O)O)cc2)c2ccccc21)C(C)(C)CCC3(C)C
(20) Cc1cc(Nc2ccc(C)c(Cl)c2)n2nc(-c3ccccc3)nc2n1
(21) CS(=O)(=O)Nc1ccccc1C(=O)O
(22) CCOC(=O)c1cc(-c2ccc(OC)cc2)n(CCC(=O)NCCc2ccc(OCC)c(OCC)c2)c1C
(23) COc1cccc(-c2nccc(-n3ccnc3)n2)c1
(24) Cc1c(C(=O)NCc2cccs2)oc2ccc(S(=O)(=O)N3CCOCC3)cc12

assay / entry | 19 | 20 | 21 | 22 | 23 | 24
Imprint erasure | -26.0% | -6.2%[10.9 µM] | nt | -25.1%[10.9 µM] | -18.5% | -14.1%
IkB signaling | nt | 3.1% | nt | -2.6% | 1.2%[11.4 µM] | -1.4%
p53ts 32C tox | -76.2% | 7.6% | -2.2% | 6.8% | -26.7% | -7.8%
p53ts 39C kill | ? | -19.7% | 13.4% | 11.0% | ? | 0.2%

Sorted by value in IkB signaling (rising): 3 of the compounds above
item | molecule | IkB signaling
22 | CCOC(=O)c1cc(-c2ccc(OC)cc2)n(CCC(=O)NCCc2ccc(OCC)c(OCC)c2)c1C | -2.6%
24 | Cc1c(C(=O)NCc2cccs2)oc2ccc(S(=O)(=O)N3CCOCC3)cc12 | -1.4%
20 | Cc1cc(Nc2ccc(C)c(Cl)c2)n2nc(-c3ccccc3)nc2n1 | 3.1%

(list continues)
(25) COc1ccc(CNC(=O)C2CCN(S(=O)(=O)c3cccc4cccnc34)CC2)cc1
(26) CCCc1nnc2n1N=C(c1ccc(-c3cc(Cl)ccc3Cl)o1)CS2
(27) O=C(c1ccc2c(c1)N(Cc1ccc(F)cc1)C(=O)c1ccccc1S2(=O)=O)N1CCN(c2ccccn2)CC1
(28) COc1ccccc1CNC(=O)CCCn1nc(C)c2sc3ccccc3c2c1=O
(29) C=CCNc1ncnc2c1[nH]c1ccc(C)cc12
(30) O=C(Nc1ccc(C(=O)OCc2cc(=O)n3nc(C4CC4)sc3n2)cc1)c1ccc(F)cc1

assay / entry | 25 | 26 | 27 | 28 | 29 | 30
Imprint erasure | -11.9% | -3.1% | ? | -13.9%[10.9 µM] | -38.4%[inhibitor] | -11.1%[10.9 µM]
IkB signaling | -1.7% | ? | ? | -2.6% | -0.8% | -0.3%
p53ts 32C tox | -8.2% | 9.5% | -11.4% | -3.1% | ? | -3.0%
p53ts 39C kill | 2.6% | -9.1% | -16.7% | 13.4% | ? | -14.2%

(31) CC(C)(C)C(=O)NCCc1csc2nc(-c3ccc(F)cc3)nn12
(32) COc1ccc(-n2c(COc3ccccc3)nnc2SCC(N)=O)cc1
(33) Cc1ccc(S(=O)(=O)Cn2nnnc2CN2CCCC3(CCCCC3)C2)cc1
(34) CCOc1ccc(Sc2cc(C(=O)NCCc3ccc(OC)c(OC)c3)c3ccccc3n2)cc1
(35) CCN1CCN(c2cc(=O)n(-c3cc(Cl)ccc3C)c(=O)[nH]2)CC1
(36) COc1ccccc1N1CCN(C(=O)c2cc(-c3ccc(C)c(F)c3)on2)CC1

assay / entry | 31 | 32 | 33 | 34 | 35 | 36
Imprint erasure | -1.4%[10.9 µM] | -4.2% | -8.1% | -12.1%[10.9 µM] | -5.1% | -12.9%[10.9 µM]
IkB signaling | ? | 0.8% | ? | ? | -0.2% | ?
p53ts 32C tox | -9.5% | 6.5% | 10.8% | 0.2% | -7.3% | -4.8%
p53ts 39C kill | 1.5% | 7.0% | -12.7% | -9.2% | -5.7% | -6.8%

Of the compounds above, 4 have a Cl atom.
(18) COc1ccccc1-c1cc(C(=O)Nc2c(C)nn(Cc3ccc(Cl)cc3)c2C)no1
(20) Cc1cc(Nc2ccc(C)c(Cl)c2)n2nc(-c3ccccc3)nc2n1
(26) CCCc1nnc2n1N=C(c1ccc(-c3cc(Cl)ccc3Cl)o1)CS2
(35) CCN1CCN(c2cc(=O)n(-c3cc(Cl)ccc3C)c(=O)[nH]2)CC1

assay / entry | 18 | 20 | 26 | 35
Imprint erasure | -10.6%[10.9 µM] | -6.2%[10.9 µM] | -3.1% | -5.1%
IkB signaling | ? | 3.1% | ? | -0.2%
p53ts 32C tox | ? | 7.6% | 9.5% | -7.3%
p53ts 39C kill | 12.6µM* | -19.7% | -9.1% | -5.7%

(list continues)
(37) CC(=O)c1c(C)[nH]c(C(=O)NCCC2=CCCCC2)c1C
(38) O=C(NCc1ccc(F)cc1)c1ccc2c(O)c(S(=O)(=O)c3ccccc3)c(=O)[nH]c2c1
(39) CCc1nn(CC(=O)NCc2ccco2)c(=O)c2cc3cc(F)ccc3n12
(40) COC(=O)C(C(=O)Nc1ccc(OC)cc1)C1CCCCCC1 (configuration not stated)
(41) c1ccc(OCc2nn3c(-c4ccncc4)nnc3s2)cc1
(42) [N-]=[N+]=NC[C@@H]1O[C@@H](n2cnc3c(N)ncnc32)[C@@H]2O[C@@H]21

assay / entry | 37 | 38 | 39 | 40 | 41 | 42
Imprint erasure | -19.6% | -3.4%[10.9 µM] | 10.6%[10.9 µM] | -13.2% | -1.2% | -6.3%[10.9 µM]
IkB signaling | 1.0% | -0.9% | -1.8% | -0.2% | -3.1% | -2.1%[11.4 µM]
p53ts 32C tox | -14.6% | -7.1% | 9.5% | 6.5% | 11.3% | 0.8%[9.22 µM]
p53ts 39C kill | -17.3% | -11.0% | -13.8% | 11.2% | 18.7% | -6.8%[9.22 µM]

(43) O=C(Nc1cccnc1)c1cccc(NC(=O)c2ccco2)c1
(44) Cc1ccc2nc(N(CCCN(C)C)C(=O)CCc3ccccc3)sc2c1
(45) O=C(CCNC(=O)c1ccc(Br)o1)NCc1ccccc1Cl
(46) CCn1c(=O)c(C(=O)CN2CCCc3ccccc32)c(N)n(Cc2ccccc2)c1=O
(47) COc1ccc(/C=C(\C#N)c2nc3ccccc3n2C)c(OC)c1
(48) Cn1c(C(=O)Nc2ccc3c(c2)OCO3)cc2c(=O)n(C)c3ccccc3c21

assay / entry | 43 | 44 | 45 | 46 | 47 | 48
Imprint erasure | -2.7% | nt | -7.9% | -14.8% | -8.5%[10.9 µM] | -12.9%
IkB signaling | -1.9% | nt | -1.1% | -0.7% | ? | 0.8%
p53ts 32C tox | -0.3% | 11.9% | -2.1% | 16.6% | ? | -1.0%
p53ts 39C kill | 8.4% | -12.0% | -0.9% | 13.0% | ? | -13.9%

(49) CCOC(=O)N1CCN(C(=O)c2cc(-n3cnnc3)ccc2Cl)CC1
(50) CNC(=O)c1cc(Nc2nnc(-c3ccc(O)cc3)c3ccccc23)ccc1OC
(51) O=c1nc(N2CCCCC2)nc2n1CCO2
(52) COc1ccccc1C1NC(=O)NC(C)=C1C(=O)Nc1cccc(C)c1C (configuration not stated)
(53) O=C(c1ccco1)N1CCN(C(c2cccs2)c2nnnn2C2CCCCC2)CC1 (configuration not stated)
(54) O=C(NCc1cccc(Cl)c1)c1cc2ccc3cccnc3c2[nH]1

assay / entry | 49 | 50 | 51 | 52 | 53 | 54
Imprint erasure | -1.0% | -8.8%[10.9 µM] | -3.5% | -7.9% | 0.5% | -7.8%[10.9 µM]
IkB signaling | -0.7% | ? | -1.0% | 2.3% | 3.4% | -1.3%
p53ts 32C tox | -1.8% | 0.6% | 10.3% | 7.9% | 2.8% | -1.2%
p53ts 39C kill | 5.8% | -13.3% | 8.8% | 1.5% | -1.5% | -0.9%

(55) COc1cccc2c1C(=O)c1c(O)c3c(c(O)c1C2=O)C[C@](O)(C(=O)CO)C[C@H]3O[C@@H]1C[C@H](N)[C@H](O)[C@H](C)O1
(56) O=C(c1ccccc1)c1c[nH]c2cc3c(cc2c1=O)OCCO3
(57) COc1ccccc1-c1nc2c(c(SCC(=O)Nc3ccccc3F)n1)Cc1c(CO)cnc(C)c1O2
(58) CN1CCN(c2ncnc3c2sc2nc(N4CCCC4)c4c(c23)CC(C)(C)OC4)CC1
(59) CCOC(=O)N1CCc2c(sc3c2c(=O)n(Cc2ccccc2)c(=O)n3CC(=O)Nc2c(C)cccc2C)C1
(60) COC(=O)c1sc(-c2ccccc2)cc1NC(=O)c1cccc(F)c1

assay / entry | 55 | 56 | 57 | 58 | 59 | 60
Imprint erasure | -39.9%[inhibitor][16.8 µM] | -26.8% | -13.2%[10.9 µM] | nt | -13.7%[10.9 µM] | ?
IkB signaling | ? | -1.8% | -2.0% | nt | ? | ?
p53ts 32C tox | -12.5%[20.6 µM] | -21.8% | -0.8% | 8.6% | -4.0% | -13.5%
p53ts 39C kill | -17.5%[20.6 µM] | 2.4% | -10.5% | 4.5% | ? | 17.4%

(61) CCC(C)(C)NS(=O)(=O)c1cc(-c2cc(C)no2)ccc1C
(62) CN1C(=O)CSc2ccc(NC(=O)NCc3ccco3)cc21
(63) Cc1c(-n2cc(C(=O)c3ccccc3O)cc(C#N)c2=O)c(=O)n(-c2ccccc2)n1C
(64) COc1ccc2[nH]cc(CCNC(=O)c3cnn(-c4ccc(C)cc4)c3C3CCN(C(=O)OC(C)(C)C)CC3)c2c1
(65) Cc1cc(C)n(CC(=O)NCc2cc(-c3nn(C)c(=O)c4ccccc34)ccc2C)n1
(66) CCN(c1ccccc1)S(=O)(=O)c1nnc(NC(=O)c2cccs2)s1

assay / entry | 61 | 62 | 63 | 64 | 65 | 66
Imprint erasure | -4.5%[10.9 µM] | 0.8% | -8.1% | 2.6%[10.9 µM] | -24.1% | -84.9%[inhibitor][10.9 µM]
IkB signaling | 0.8% | 5.2% | 1.8% | ? | -2.4% | -143.5%
p53ts 32C tox | -0.4% | 6.3% | -7.2% | 11.2% | -1.5% | 1µM*
p53ts 39C kill | -0.5% | 2.6% | 0.5% | 14.8% | 12.7% | 1.26µM*

Screening results (PubChem BioAssay)
